# ROS inducer = ROS inducers in U2OS cancer cells, primary screen, cell-based, H2DCF-DA fluorescence; U2OS ROS induction; ROS induction (% of piperlongumine), % at 10 µM; actives 2% (n = 46,000); in the data active means ROS induction above about 79%, passing the limit was not always enough; inconclusive means no clear call, values can overlap the other calls;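 further: 0% = DMSO vehicle median and 100% = reference compound median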
# * marks the source's active call; other numbers are inactive results; ? = inconclusive. A portion of the library; rates above refer to the full screens.
SMILES	ROS inducer
CCOc1ccc(NS(=O)(=O)c2cc(C(=O)O)ccc2OC)cc1	-7.8
C[C@@H]1CN([C@H](C)CO)C(=O)Cc2cc(NS(=O)(=O)c3ccc(F)cc3)ccc2O[C@H]1CN(C)Cc1ccc(-c2ccccc2)cc1	65.2
C[C@H]1CN([C@@H](C)CO)C(=O)c2cc(NS(=O)(=O)c3ccc(F)cc3)ccc2O[C@H]1CN(C)C(=O)Nc1ccc2c(c1)OCO2	-3.7
C[C@@H]1CCCCO[C@H](CN(C)C(=O)c2ccccc2)[C@@H](C)CN([C@H](C)CO)C(=O)c2cc(NC(=O)Nc3ccc4c(c3)OCO4)ccc2O1	-8.5
Cc1cc(C(=O)Nc2cccc3c2O[C@@H](CN(C)Cc2ccc4c(c2)OCO4)[C@@H](C)CN([C@@H](C)CO)C3=O)n(C)n1	1.2
CS(=O)(=O)N(CC(=O)N1CCOCC1)c1ccc2c3c(cccc13)CC2	15.4
c1ccc(-c2nnc(-c3cccnc3)o2)cc1	-5.4
CC(C)NC(=O)Nc1cccc2c1O[C@@H](CN(C)C(=O)NC(C)C)[C@@H](C)CN([C@@H](C)CO)C2=O	-3.5
C[C@@H]1CN([C@H](C)CO)C(=O)c2cc(N(C)C)ccc2O[C@@H]1CN(C)C(=O)Nc1ccc2c(c1)OCO2	-2.9
Cc1ccc(N(CC(=O)Nc2ccccc2-c2ccccc2)S(C)(=O)=O)cc1	-18.7
O=C1SCCC1NS(=O)(=O)c1ccccc1 (stereo unspecified)	2.9
CSc1nc(COc2ccc(C(C)(C)C)cc2)nc(-n2cccc2)c1C#N	13.8
C[C@H](CO)N1C[C@H](C)[C@@H](CN(C)CC2CCCCC2)Oc2ccc(NC(=O)Nc3ccc(C(F)(F)F)cc3)cc2C1=O	-1.7
NC(=O)CSc1nc2ccccc2s1	8.7
Cn1c(=O)c2c(nc(NCc3cccnc3)n2Cc2cccc(C(F)(F)F)c2)n(C)c1=O	7.3
COc1ccc(S(=O)(=O)Nc2ccc3c(c2)CC(=O)N([C@@H](C)CO)C[C@H](C)[C@@H](CN(C)Cc2ccc(-c4ccccc4)cc2)O3)cc1	49.6
C#CCOc1ccc(/C=N/NC(=O)c2ccccn2)cc1	22.1
Cc1ccccc1N1C(=O)c2cc(S(N)(=O)=O)c(Cl)cc2NC1C (stereo unspecified)	-6.8
O=C(Nc1ccc(Br)cc1)c1ccc2nsnc2c1	-10.8
CC(C)NC(=O)N(C)C[C@@H]1Oc2ccc(NS(=O)(=O)c3ccccc3)cc2C(=O)N([C@@H](C)CO)C[C@@H]1C	8.8
C[C@@H]1CN([C@H](C)CO)C(=O)Cc2cc(NC(=O)Nc3ccccc3)ccc2O[C@@H]1CN(C)CC1CCCCC1	-8.6
COC(=O)CSc1nc2ccccc2[nH]1	-8.6
O=C(Cn1ncc2ccccc2c1=O)Nc1cccc([N+](=O)[O-])c1	-8.0
COc1cc2sc(C)nc2c2ccccc12	-16.0
COc1ccc(S(=O)(=O)N(C)C[C@H]2Oc3ccc(NS(C)(=O)=O)cc3CC(=O)N([C@@H](C)CO)C[C@@H]2C)cc1	1.1
C[C@@H]1CN([C@H](C)CO)C(=O)CCCn2cc(nn2)CO[C@@H]1CN(C)S(=O)(=O)c1cccs1	89.1*
O=S(=O)(NCCc1ccccc1)c1ccccc1	8.0
O=S(=O)(CCc1ccncc1)c1ccccc1	12.9
O=C(CCCCCC/C=C/c1ccc2c(c1)OCO2)N1CCCCC1	2.7
Cc1ccc(CNC(=O)C2CCN(S(C)(=O)=O)CC2)cc1	-10.4

# Of the compounds above, two contain a CF3 group.
SMILES	ROS inducer
C[C@H](CO)N1C[C@H](C)[C@@H](CN(C)CC2CCCCC2)Oc2ccc(NC(=O)Nc3ccc(C(F)(F)F)cc3)cc2C1=O	-1.7
Cn1c(=O)c2c(nc(NCc3cccnc3)n2Cc2cccc(C(F)(F)F)c2)n(C)c1=O	7.3

# (further entries)
SMILES	ROS inducer
CO[C@H]1O[C@H](CO)[C@@H](OC(=O)Nc2ccccc2-c2ccccc2)[C@H](OC(=O)Nc2ccccc2)[C@H]1OC(=O)Nc1ccccc1	132.4*
C[C@H]1CN([C@@H](C)CO)C(=O)c2cccc(NC(=O)Nc3ccccc3)c2O[C@H]1CN(C)C(=O)Nc1ccc(C(F)(F)F)cc1	16.9
COc1cc(NC(=S)NCCN2CCOCC2)c(OC)cc1Cl	5.5
C[C@@H]1CN([C@H](C)CO)C(=O)c2cc(NC(=O)CCCN(C)C)ccc2O[C@@H]1CN(C)S(=O)(=O)c1ccccc1	11.1
COc1ccc(-c2nn(C)c(=O)c3ccccc23)cc1NC(=O)Cn1nc(C)c2ccccc2c1=O	20.4
C[C@@H]1CN([C@@H](C)CO)C(=O)c2cccc(NC(=O)c3ccc(-c4nccs4)cc3)c2O[C@H]1CN(C)C(=O)Nc1ccc2c(c1)OCO2	-4.9
C[C@@H]1CCCCO[C@H](CN(C)S(=O)(=O)c2ccc(F)cc2)[C@@H](C)CN([C@H](C)CO)C(=O)c2cc(NS(=O)(=O)c3cccs3)ccc2O1	22.8
COc1ccc(CN(C)C[C@H]2Oc3ccc(NC(=O)NC(C)C)cc3CC(=O)N([C@H](C)CO)C[C@H]2C)cc1	3.9
Cc1cs/c(=N\C(=S)Nc2ccccc2)n1C	-1.0
COc1cc(C[C@H]2CO[C@H](c3ccc(O[C@@H]4O[C@H](CO)[C@@H](O)[C@H](O)[C@H]4O)c(OC)c3)[C@H]2CO)ccc1O	-1.6
C[C@H]1CN([C@@H](C)CO)C(=O)c2cc(NS(=O)(=O)c3cn(C)cn3)ccc2O[C@@H]1CN(C)Cc1ccc(-c2ccccc2)cc1	-0.6
O=C(NCc1ccccn1)C(=O)Nc1ccccc1F	-6.4
COc1ccc(S(=O)(=O)Nc2ccc3c(c2)C(=O)N([C@H](C)CO)C[C@@H](C)[C@@H](CN(C)S(=O)(=O)c2cn(C)cn2)O3)cc1	-4.8
COc1ccc(S(=O)(=O)N(C)C[C@H]2Oc3ccc(NC(=O)Nc4cccc5ccccc45)cc3C(=O)N([C@H](C)CO)C[C@H]2C)cc1	13.0
C[C@H]1CN([C@@H](C)CO)C(=O)c2cc(NC(=O)C3CC3)ccc2O[C@@H]1CN(C)Cc1ccccc1	-4.2
Cc1ccc2oc(-c3ccc(C)c(NC(=O)COc4ccc(Br)cc4)c3)nc2c1	1.1
C=CCNC(=O)[C@H]1[C@@H]2C(=O)O[C@@H](c3ccccc3)[C@@H](c3ccccc3)N2[C@@H](c2ccc(O)cc2)[C@]12C(=O)N(C(=O)OCCOC)c1ccc(C#CC3(O)CCCCCC3)cc12	38.1
C[C@@H]1CN([C@H](C)CO)C(=O)Cc2cc(NS(=O)(=O)c3ccccc3)ccc2O[C@H]1CN(C)S(=O)(=O)c1ccccc1	1.2
C[C@@H]1CN([C@H](C)CO)C(=O)c2cccc(NS(=O)(=O)c3ccccc3)c2O[C@H]1CN(C)C(=O)Nc1ccc(C(F)(F)F)cc1	-3.0
Cc1nnc(SCC(=O)Nc2ccc([N+](=O)[O-])cc2O)s1	13.8

# Gathered by group, the compounds so far containing bromine (2)
SMILES	ROS inducer
O=C(Nc1ccc(Br)cc1)c1ccc2nsnc2c1	-10.8
Cc1ccc2oc(-c3ccc(C)c(NC(=O)COc4ccc(Br)cc4)c3)nc2c1	1.1

# Additional compounds
SMILES	ROS inducer
O=C(N1CCCCC1)[C@]1(CCS(=O)(=O)c2ccccc2)N=C(c2ccc(OCCCO)cc2)O[C@@H]1c1ccccc1	88.2*
C[C@@H]1CN([C@@H](C)CO)C(=O)c2cc(NC(=O)Cc3cn(C)c4ccccc34)ccc2O[C@@H]1CN(C)C(=O)Nc1ccc2c(c1)OCO2	29.6
Cc1ccc(S(=O)(=O)N(C)C[C@H]2Oc3c(cccc3N(C)C)C(=O)N([C@@H](C)CO)C[C@@H]2C)cc1	-3.1
COc1ccc(C#Cc2cnc3c(c2)C(=O)N([C@H](C)CO)C[C@H](C)[C@H](CN(C)S(=O)(=O)c2cn(C)cn2)O3)cc1OC	25.3
CCOC(=O)c1c2c(n3ccccc13)C(=O)c1ccccc1C2=O	209.9*
C[C@@H]1CN([C@@H](C)CO)C(=O)Cc2cc(NS(=O)(=O)c3ccc(F)cc3)ccc2O[C@@H]1CN(C)Cc1ccc(-c2ccccc2)cc1	21.3
C[C@@H]1CN([C@@H](C)CO)C(=O)c2cccc(NC(=O)Nc3ccccc3)c2O[C@H]1CN(C)C	-4.9
Cc1noc(C)c1NC(=O)Nc1ccc2c(c1)CC(=O)N([C@H](C)CO)C[C@H](C)[C@H](CN(C)S(=O)(=O)c1cn(C)cn1)O2	5.6
COc1ccc(S(=O)(=O)N(C)C[C@H]2OCCCC[C@@H](C)Oc3ccc(NS(=O)(=O)c4ccc(C)cc4)cc3C(=O)N([C@H](C)CO)C[C@@H]2C)cc1	24.0
C[C@H](CO)N1C[C@H](C)[C@H](CN(C)S(=O)(=O)c2ccccc2)Oc2ccc(NC(=O)Nc3cccc4ccccc34)cc2C1=O	12.0
O=C(c1ccc(Br)cc1)N1Cc2ccccc2NC1=S	-8.0
C[C@H]1CN([C@@H](C)CO)C(=O)Cc2cc(N(C)C)ccc2O[C@H]1CN(C)CC1CC1	11.3
C[C@@H]1CN([C@H](C)CO)C(=O)Cc2cc(NS(C)(=O)=O)ccc2O[C@@H]1CN(C)S(=O)(=O)c1ccccc1	5.3
C[C@@H]1CN([C@H](C)CO)C(=O)c2cccc(NS(=O)(=O)c3ccc(F)cc3)c2O[C@@H]1CN(C)C(=O)NC1CCCCC1	1.4
C[C@@H]1CN([C@H](C)CO)C(=O)c2cccc(NC(=O)C3CCCCC3)c2O[C@H]1CN(C)Cc1ccc(C(=O)O)cc1	-2.3
Cc1ccc(S(=O)(=O)Nc2cccc3c2O[C@H](CN(C)C(=O)Nc2ccc4c(c2)OCO4)[C@@H](C)CN([C@H](C)CO)C3=O)cc1	-4.1
O=C(CC(C(=O)N1CCc2ccccc21)n1ccnc1)N1CCc2ccccc2C1 (stereo unspecified)	-12.5
O=C(COc1ccc(Cl)cc1)Nc1ccc2nc3n(c(=O)c2c1)CCCCC3	6.2
Cc1noc(C)c1S(=O)(=O)Nc1ccc2c(c1)C(=O)N([C@H](C)CO)C[C@@H](C)[C@@H](CN(C)Cc1ccncc1)O2	-3.3
COc1cc2c(cc1NC(=O)C(C)Oc1cccc(Cl)c1)oc1ccccc12 (stereo unspecified)	-10.2
Cn1c(C(C#N)C(=O)c2ccccc2I)nc2ccccc21 (stereo unspecified)	6.6
COc1ccc(S(=O)(=O)N(C)C[C@@H]2OCc3cnnn3CCCC(=O)N([C@@H](C)CO)C[C@@H]2C)cc1	7.0
C[C@H]1CN([C@@H](C)CO)C(=O)c2cccc(NC(=O)C3CCOCC3)c2O[C@@H]1CN(C)Cc1ccc(C(=O)O)cc1	-2.9
C[C@@H]1CCCCO[C@@H](CN(C)C(=O)Nc2ccc(C(F)(F)F)cc2)[C@@H](C)CN([C@H](C)CO)C(=O)c2cc(NS(=O)(=O)c3ccc(F)cc3)ccc2O1	81.9*
C[C@H]1CN([C@@H](C)CO)C(=O)c2cc(NC(=O)Nc3ccc(C(F)(F)F)cc3)ccc2O[C@H]1CN(C)S(=O)(=O)c1ccccc1	-3.2
COc1ccc(NC(=O)Nc2ccc3c(c2)C(=O)N([C@@H](C)CO)C[C@H](C)[C@H](CN(C)S(=O)(=O)c2ccc(Cl)cc2)O3)cc1	-0.5
C[C@@H]1CN([C@H](C)CO)C(=O)Cc2cc(NC(=O)Cc3ccccc3)ccc2O[C@@H]1CN(C)S(C)(=O)=O	-17.5
COC(=O)Cc1[nH]nc2c1C1(CCOC1C)C(C#N)=C(N)O2 (stereo unspecified)	-1.0
Cc1ccc(NC(=O)CCCn2c(=S)[nH]c3ccsc3c2=O)cc1C	37.5
O=C(COc1ccc2c(=O)c(-c3ccccc3)coc2c1)OC1CCCCC1	29.3
CCOC(=O)c1c(NC(=O)c2nc3ncccn3n2)sc(C)c1C	-9.2
Cc1ccccc1NC1=C(C(=O)c2ccccc2)N(C)S(=O)(=O)c2ccccc21	13.9
Cc1noc(C)c1NC(=O)N(C)C[C@H]1Oc2c(NC(=O)C3CC3)cccc2C(=O)N([C@@H](C)CO)C[C@@H]1C	-7.7
Cc1ccc(NC(=O)CC2NCCNC2=O)cc1Cl (stereo unspecified)	-8.5
COC(=O)C1=CN(c2cccc(C(F)(F)F)c2)C=C(C(=O)OC)C1c1ccc(F)cc1	69.4
COc1ccc(S(=O)(=O)Nc2ccc3c(c2)CC(=O)N([C@H](C)CO)C[C@H](C)[C@H](CN(C)Cc2ccc4c(c2)OCO4)O3)cc1	52.0
C[C@H](CO)N1C[C@H](C)[C@H](CN(C)Cc2cccc(O)c2)OCc2cnnn2CCCC1=O	-7.1
C[C@H](CO)N1C[C@H](C)[C@H](CN(C)C)Oc2ccc(NC(=O)CCN3CCOCC3)cc2CC1=O	?
C[C@@H]1CN([C@@H](C)CO)C(=O)c2cccc(NS(=O)(=O)c3cn(C)cn3)c2O[C@H]1CN(C)C(=O)Nc1ccc(F)cc1	-4.0
Cc1ccc(-c2cn3c(n2)sc2cc(C(=O)O)ccc23)c(C)c1	20.2
Cc1ccc(S(=O)(=O)N(C)C[C@@H]2Oc3c(NC(=O)c4cc(C)nn4C)cccc3C(=O)N([C@H](C)CO)C[C@H]2C)cc1	-6.0
Cc1ccc(C)c(NC(=O)C2=CCN(S(=O)(=O)c3ccc(F)cc3)CC2)c1	-0.9
COc1ccc(C2Nn3c(C)nnc3SC2C(=O)NCc2ccco2)cc1Cl (stereo unspecified)	22.7
Cc1noc(C)c1NC(=O)Nc1ccc2c(c1)C(=O)N([C@@H](C)CO)C[C@@H](C)[C@@H](CN(C)C(=O)Nc1ccc(C(F)(F)F)cc1)O2	1.8

# Screens as filed in PubChem.
